Screening results deposited in PubChem BioAssay by The Scripps Research Institute Molecular Screening Center.
S1P1 ag: activates the human S1P1 receptor | 1.5% of 16,000 active | activation, % at 4.5 µM | S1P1 agonist cell-based reporter assay | AID 1044, 2008; in the data active means activation above about 80%
Target sequence (P21453 whole entry, looked up): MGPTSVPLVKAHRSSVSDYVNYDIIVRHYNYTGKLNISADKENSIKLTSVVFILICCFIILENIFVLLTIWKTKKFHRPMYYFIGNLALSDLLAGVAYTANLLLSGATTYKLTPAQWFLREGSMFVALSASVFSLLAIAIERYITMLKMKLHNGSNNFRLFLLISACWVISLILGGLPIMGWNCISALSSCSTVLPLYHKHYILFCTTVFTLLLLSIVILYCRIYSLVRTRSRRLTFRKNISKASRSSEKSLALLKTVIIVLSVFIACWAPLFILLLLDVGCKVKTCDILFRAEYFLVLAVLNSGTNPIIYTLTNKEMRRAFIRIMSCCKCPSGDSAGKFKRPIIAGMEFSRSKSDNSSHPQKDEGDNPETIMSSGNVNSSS
Luminol counter: counter-screen for Nox1 inhibitors: inhibitors of luminol chemiluminescence. HRP/luminol/H2O2 chemiluminescence counterscreen. inhibition, % at 6.7 µM. 0.4% of 16,000 active; further: reference of the scale not given here
rat GALR2 agon: agonists of rat galanin receptor 2 (GALR2). cell-based GALR2 agonist screen. activation, % at 10 µM. 0.5% of 16,000 active. AID 833, 2007; in the data active means activation above about 15%
Nox1 inh: inhibitors of human NADPH oxidase 1 (Nox1); Q9Y5S8; HT29 cells, luminol chemiluminescence ROS; inhibition, % at 6.7 µM; 0.81% of 16,000 active
OPRK1 antag MB: antagonists of human kappa opioid receptor OPRK1, Maybridge library | Kappa-type opioid receptor (Homo sapiens), P41145 | OPRK1 cells, antagonist mode, fluorescence readout | inhibition, % at 9 µM | 0.4% of 16,000 active | AID 652031, 2013; in the data active means inhibition above about 50%
Target sequence (P41145 whole entry, looked up): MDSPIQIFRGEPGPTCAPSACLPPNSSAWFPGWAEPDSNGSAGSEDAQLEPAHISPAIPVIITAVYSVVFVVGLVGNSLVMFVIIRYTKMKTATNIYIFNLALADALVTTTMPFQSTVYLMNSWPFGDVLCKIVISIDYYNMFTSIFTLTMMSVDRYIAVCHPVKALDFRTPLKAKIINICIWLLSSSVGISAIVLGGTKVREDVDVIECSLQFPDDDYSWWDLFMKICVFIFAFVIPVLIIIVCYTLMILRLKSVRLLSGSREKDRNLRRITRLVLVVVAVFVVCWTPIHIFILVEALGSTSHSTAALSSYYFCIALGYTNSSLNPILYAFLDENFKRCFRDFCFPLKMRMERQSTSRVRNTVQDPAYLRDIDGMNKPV
TLR4-MyD88 inh: inhibitors of human TLR4-MyD88 binding | Cell-based TLR4-MyD88 binding inhibition assay | 0.06% of 16,000 active | AID 811, 2007 | inhibition, % at 10 µM; in the data active means inhibition above about 45%
PME-1 Maybr inh: inhibitors of human PME-1 in Maybridge library | 0.5% of 16,000 active | recombinant PME-1, FP-Rh probe fluorescence polarization | inhibition, % at 9 µM | AID 2291, 2010; in the data active means inhibition above about 30%
NOTCH agonist: agonists of NOTCH signaling | 0.4% of 15,000 active | activation, % at 2.5 µM | NOTCH signaling luciferase reporter cells, luminescence; in the data active means activation above about 2.2%
Active calls of the source: *; x = no result given. Unless noted, no stated cut-off is given here; in the data, active means inhibition above about 75%; inactive means the rest.

SMILES | S1P1 ag | Luminol counter | rat GALR2 agon | Nox1 inh | OPRK1 antag MB | TLR4-MyD88 inh | PME-1 Maybr inh | NOTCH agonist
CS/C(NCc1cccs1)=C(\C#N)S(=O)(=O)c1ccc(Cl)cc1 | 26 | -5 | -8 | 12 | 11 | -4 | 6 | -0.5
CCc1cc2c(C)cc(=O)oc2cc1OCC(=O)Nc1cccc(C)c1 | -10 | 2 | -7 | -46 | 22 | -11 | -4 | -0.9
CNC(=S)NNC(=O)Cn1nc(C)c(Br)c1C | 3 | 2 | -10 | -22 | -9 | 0 | 0 | 0.2
CN=C(C)/C(C(=O)OC)=C(/O)c1ccc(C(F)(F)F)cc1 | -4 | 2 | -7 | 4 | -8 | -8 | 1 | 0.0
Cc1ccc(C(=O)CSC(=S)SC(C)(C)C)cc1 | 29 | -5 | -3 | 36 | 11 | 12 | 9 | -0.4
CCOC(=O)NC(=S)Nc1ccsc1C(=O)OC | -23 | 9 | -3 | -59 | -13 | 9 | 0 | -0.5
Cc1cc(S(N)(=O)=O)c(Cl)cc1Cl | -4 | 3 | -6 | -26 | 10 | -12 | -1 | -0.4
O=C1c2ccccc2-c2nnc(-c3ccc(Cl)cc3Cl)cc21 | -19 | 3 | -6 | -35 | 5 | -6 | 1 | -1.0
O=[N+]([O-])c1c(NCc2ccco2)ncnc1NCc1ccco1 | -1 | -4 | -5 | 17 | 1 | -6 | 2 | x
COc1ccc(-c2nnc(SCC(O)C(F)(F)F)n2-c2cccc(OC)c2)cc1 (stereo unspecified) | 6 | 3 | -6 | -66 | 1 | -3 | 1 | -6.3
O=S(=O)(c1ccc(Cl)cc1)N1CCCN(c2nc3ccc(Cl)cc3s2)CC1 | 10 | 4 | -4 | -56 | -15 | 12 | -4 | -0.7
COC(=O)c1scc(C)c1NC(=O)/C(C#N)=C/c1ccc(C#N)cc1 | 7 | 3 | -3 | -32 | -1 | -18 | -13 | -0.4
N#Cc1ccc(NC(=O)c2ccco2)cc1 | -9 | -1 | -5 | -8 | -9 | -22 | -2 | 0.5
COc1ccc(Cc2nc(-c3ccc(Cl)cc3)cs2)cc1 | 21 | 2 | -9 | -27 | 0 | 1 | -3 | -0.6
CN(N)C(=S)NC(C)(C)C | 5 | -3 | -4 | 17 | 7 | 4 | 3 | -0.5

Pulled by structure from the entries so far:
SMILES | S1P1 ag | Luminol counter | rat GALR2 agon | Nox1 inh | OPRK1 antag MB | TLR4-MyD88 inh | PME-1 Maybr inh | NOTCH agonist
N#Cc1ccc(NC(=O)c2ccco2)cc1 | -9 | -1 | -5 | -8 | -9 | -22 | -2 | 0.5
CNC(=S)NNC(=O)Cn1nc(C)c(Br)c1C | 3 | 2 | -10 | -22 | -9 | 0 | 0 | 0.2

Shown field by field: four of the compounds above.
O=[N+]([O-])c1c(NCc2ccco2)ncnc1NCc1ccco1
  S1P1 ag: -1; Luminol counter: -4; rat GALR2 agon: -5; Nox1 inh: 17; OPRK1 antag MB: 1; TLR4-MyD88 inh: -6; PME-1 Maybr inh: 2; NOTCH agonist: x
COc1ccc(-c2nnc(SCC(O)C(F)(F)F)n2-c2cccc(OC)c2)cc1 (stereo unspecified)
  S1P1 ag: 6; Luminol counter: 3; rat GALR2 agon: -6; Nox1 inh: -66; OPRK1 antag MB: 1; TLR4-MyD88 inh: -3; PME-1 Maybr inh: 1; NOTCH agonist: -6.3
O=S(=O)(c1ccc(Cl)cc1)N1CCCN(c2nc3ccc(Cl)cc3s2)CC1
  S1P1 ag: 10; Luminol counter: 4; rat GALR2 agon: -4; Nox1 inh: -56; OPRK1 antag MB: -15; TLR4-MyD88 inh: 12; PME-1 Maybr inh: -4; NOTCH agonist: -0.7
COC(=O)c1scc(C)c1NC(=O)/C(C#N)=C/c1ccc(C#N)cc1
  S1P1 ag: 7; Luminol counter: 3; rat GALR2 agon: -3; Nox1 inh: -32; OPRK1 antag MB: -1; TLR4-MyD88 inh: -18; PME-1 Maybr inh: -13; NOTCH agonist: -0.4

Additional results follow.
SMILES | S1P1 ag | Luminol counter | rat GALR2 agon | Nox1 inh | OPRK1 antag MB | TLR4-MyD88 inh | PME-1 Maybr inh | NOTCH agonist
N#C/C(=C\Nc1ccccn1)S(=O)(=O)Cc1ccco1 | -2 | -6 | -4 | -6 | 16 | 12 | -3 | 0.3
O=C(NCc1cc(F)cc2c1OCOC2)c1ccc(-c2ccccn2)s1 | -12 | 2 | -3 | -30 | 20 | -3 | -3 | 0.1
N#CC(C#N)=NNc1ccc(F)cc1F | 105* | 10 | -8 | 30 | 18 | -12 | 15 | -0.3
Cc1nnsc1-c1nc(-c2ccc(F)cc2)cs1 | 10 | 3 | -5 | -49 | 5 | 2 | -4 | -0.1
CSC(=NS(=O)(=O)c1cc(OCC(F)(F)F)ccc1OCC(F)(F)F)SC | -8 | -6 | -5 | 19 | -4 | 5 | 7 | 0.0
N#Cc1ccc(C2SCCCS2)cc1 | 15 | -8 | -8 | -10 | -6 | 1 | 4 | -0.5
O=C(Nc1cnccn1)c1ccc(Cl)cc1 | 9 | -1 | -5 | -32 | -9 | -4 | 1 | -0.5
CCOC(=O)/C(=C\c1ccc([N+](=O)[O-])cc1)[N+](=O)[O-] | 8 | 4 | -9 | -36 | 16 | 2 | -2 | -0.4
COC(=O)/C(=C\Nc1ccc(Sc2cc(Cl)ccc2Cl)nc1)NC(=O)c1ccccc1 | 3 | 4 | -4 | -50 | -9 | 8 | -4 | -0.4
COc1cccc(NC(=O)N2CCN(C(=O)C3CCCO3)CC2)c1 (stereo unspecified) | -2 | 0 | -8 | -33 | 17 | 14 | 0 | -0.6
COc1ccc(Cc2nnc(SC)[nH]c2=O)cc1 | -3 | 2 | -7 | -42 | 28 | -12 | -2 | -0.1
CC(C)(C)c1ccc(Oc2cc3c(cc2[N+](=O)[O-])C(=O)NC3=O)cc1 | -24 | -5 | -3 | 29 | -5 | -40 | 8 | -0.5
NC(=O)C1=CCc2ccccc21 | -22 | -4 | -6 | -8 | 6 | 6 | 4 | -0.3
CCc1nc2ccccc2nc1N1CCN(S(=O)(=O)c2ccccc2)CC1 | 2 | -7 | 0 | 23 | -26 | -3 | 11 | -0.8
COC(=O)c1scc(C#N)c1N | -18 | -6 | -5 | 11 | 3 | -2 | 6 | 0.1

Some entries already given, limited to PME-1 Maybr inh.
Molecule,PME-1 Maybr inh
COc1cccc(NC(=O)N2CCN(C(=O)C3CCCO3)CC2)c1 (stereo unspecified),0
COC(=O)/C(=C\Nc1ccc(Sc2cc(Cl)ccc2Cl)nc1)NC(=O)c1ccccc1,-4
CSC(=NS(=O)(=O)c1cc(OCC(F)(F)F)ccc1OCC(F)(F)F)SC,7

Carrying on:
SMILES | S1P1 ag | Luminol counter | rat GALR2 agon | Nox1 inh | OPRK1 antag MB | TLR4-MyD88 inh | PME-1 Maybr inh | NOTCH agonist
Cc1cc(C(=O)O)c(C)n1Cc1cccs1 | -3 | -3 | -3 | -19 | -17 | 1 | -2 | -0.8
FC(F)(F)c1cc(-c2ccc(Cl)cc2)nc2cc(-c3ccccc3)nn12 | 14 | -7 | 14 | 3 | 4 | 8 | 5 | -0.3
Cc1nn(-c2ccccc2)c2nc3ccccc3c(N3CCOCC3)c12 | -45 | 1 | 3 | -32 | -32 | -13 | 3 | x
CS/C(=C(/C#N)S(=O)(=O)c1ccc(Cl)cc1)N1CCSCC1 | 10 | 2 | -8 | -33 | 2 | -2 | 0 | -0.2
O=C(Nc1ccccc1)N1CCCc2ccccc21 | -38 | -6 | -1 | -11 | 18 | -7 | 1 | -0.1
CNC(=O)Nc1ccc(Oc2cncc(Cl)c2)nc1 | 5 | -5 | -6 | 14 | -12 | -6 | 3 | 1.5
Cc1cc(-c2ccccc2C(=O)Nc2ccccc2O)on1 | -10 | 10 | -7 | 17 | 6 | -3 | 1 | 0.2
Cc1cc(NS(=O)(=O)c2ccc(NC(=S)NC(=O)/C=C/c3cccs3)cc2)no1 | 7 | 1 | -5 | 22 | 12 | -19 | 7 | -0.2
O=C1NCCCCC1N1CCS(=O)(=O)CC1 (stereo unspecified) | -14 | 0 | -6 | -48 | 22 | 4 | 0 | 0.2
Cc1onc(-c2c(Cl)cccc2Cl)c1/C=C1/C(=O)Nc2ccccc21 | 8 | -3 | -5 | -23 | 8 | -3 | 1 | 0.1
O=C(NNC(=O)c1cnn(-c2ccc(Cl)cc2)c1C(F)(F)F)C1=Cc2cc(Cl)ccc2OC1 | -4 | -1 | 12 | -8 | 22 | 9 | -2 | -0.2
O=C(COc1ncnc2cc(Cl)ccc12)Nc1cccc(C(F)(F)F)c1 | -19 | -1 | -3 | -24 | -13 | -1 | 2 | -0.2
O=c1ccc(-c2ccccc2)no1 | 7 | -1 | -5 | -32 | -5 | 2 | -1 | 0.9
COC(=O)C1SCCN1S(=O)(=O)c1ccc(Cl)cc1 (stereo unspecified) | 7 | 2 | -5 | -32 | -2 | -2 | 4 | -1.0
O=C(/C=C/c1cccs1)NCCc1ccccc1 | -6 | -6 | -4 | -2 | 5 | -11 | 2 | x
O=C(Nc1ccc2c(c1)OCCO2)c1cnccn1 | 2 | 1 | 6 | -31 | -4 | -2 | 0 | -0.2
CC(C)/C=C/C1=CC2=C(C1)Cc1ccccc12 | 10 | 0 | -6 | 20 | -4 | 8 | 6 | -0.3
CC1C(c2ccccc2)O/C(=N\S(=O)(=O)c2ccc(Cl)cc2)N1C (stereo unspecified) | 3 | -5 | -5 | -14 | -13 | 2 | 9 | -0.1
O=C1NC2CC3CC(C2)CC1C3 | -2 | 2 | -8 | -32 | -14 | 5 | 5 | 0.0
Cc1onc(-c2c(Cl)cccc2Cl)c1C(=O)N=S1CCC2(C1)OCCO2 (stereo unspecified) | -18 | -6 | -7 | -6 | 4 | -1 | 6 | -0.1
CCOC(=O)c1cc(-n2c(C)ccc2C)ccc1N1CCCCC1 | 23 | 0 | -7 | -80 | 1 | -6 | -1 | -1.5
OC(CSc1cccs1)CN1CCN(C(c2ccccc2)c2ccccc2)CC1 (stereo unspecified) | 4 | -7 | -3 | 11 | -4 | 4 | 2 | -0.8
COC(=O)CSC(=S)N(C)C | -24 | 0 | 3 | -52 | 0 | 9 | 5 | -0.6
N#CCCC1CCCCCCCCCCC1=O (stereo unspecified) | 22 | -7 | -6 | 5 | -7 | -6 | 4 | -0.1
COc1ccc([N+](=O)[O-])c(N2CCC(C(N)=O)CC2)n1 | 16 | 9 | -5 | -53 | -2 | 4 | 0 | -0.6
O=C(N=S1CCC2(C1)OCCO2)c1cc(C(F)(F)F)cc(C(F)(F)F)c1 (stereo unspecified) | -8 | 1 | -5 | -65 | 11 | 1 | -1 | -0.9
COC(=O)c1scc(C)c1NC(=O)CN1CCCCC1 | 15 | 3 | -10 | -47 | 5 | -1 | 6 | -0.3
Cc1nc(Br)sc1C(=O)O | -10 | -1 | -4 | -30 | -1 | 0 | 2 | 0.1
O=C(NCCCN1CCOCC1)NCc1cccc2ccccc12 | 4 | -4 | -5 | 2 | 12 | -7 | 6 | 0.3
O=C(NC1CC1)c1cc(F)cc2c1OCOC2 | 1 | -1 | -5 | -35 | 18 | 2 | 0 | 0.5
CCOC(=O)c1sc2nc(C(F)(F)F)nn2c1CSc1nnc(C(F)(F)F)n1C | 5 | -8 | -8 | 0 | -8 | -5 | 5 | -0.4
CCOC(=O)O/N=C(\N)c1ccc(Cl)cc1 | 3 | -3 | -3 | 26 | 9 | 0 | 7 | -0.2
N#CC1=Cc2ccccc2C2NN3C(C#N)=Cc4ccccc4C3NN12 (stereo unspecified) | 5 | 2 | -9 | -80 | 2 | -1 | -3 | 0.3
COc1ncc(C(=O)NNC(=S)Nc2ccccc2)cc1[N+](=O)[O-] | 10 | 8 | -4 | -50 | -13 | x | 1 | -0.2
CN(C)NC(=O)c1csnc1-c1c(Cl)cccc1Cl | 6 | -1 | -6 | -20 | 37 | -8 | -3 | 0.1
O=[N+]([O-])c1ccc(N2CCCC2)c(Cn2ccnc2)c1 | -4 | 8 | -6 | -7 | -25 | -1 | 2 | -0.3
COC(=O)CCC1CC2(CCC1=O)OCCO2 (stereo unspecified) | -3 | -6 | -5 | 23 | 29 | 6 | 4 | -0.8
COc1cc(NC(=O)c2ccccc2)c(C)cc1NC(=O)COc1ccc(Cl)cc1Cl | 0 | -8 | -1 | 7 | 12 | -10 | 2 | -0.5
CNC(=O)Nc1ccc2nc(C)oc2c1 | -24 | 2 | -10 | -78 | -17 | 10 | -1 | x
NNC(=O)c1cnn(-c2ccc(Cl)cc2)c1C(F)(F)F | -22 | 10 | -1 | -26 | -5 | -7 | -3 | -0.5
CCNC(=S)NNc1ccccc1 | -8 | -3 | -5 | -1 | -14 | 7 | 1 | -0.4
COC(=O)c1cc(OC)c(OC)cc1NS(=O)(=O)c1ccc(Cl)cc1 | 11 | -4 | -7 | 15 | -6 | x | 7 | -1.1
O[C@H]1C2C3CC4C5C3C1C5C1(OCCO1)C42 (stereo partly specified) | -9 | -3 | -7 | -19 | 26 | 3 | 0 | 0.3
CCOC(=O)C(NC(=O)c1cccc(C)c1)(Nc1cc(C)on1)C(F)(F)F (stereo unspecified) | -14 | 1 | -5 | -25 | 5 | -10 | 3 | -5.9
CSC(=NC12CC3CC(CC(C3)C1)C2)NC#N | -25 | 1 | -3 | -56 | 45 | 3 | -5 | -0.2

Outcome played no part in choosing rows; overall some 4.7% were active at least once.
